GSK3A inh: inhibitors of human GSK-3 alpha kinase; P49840; ADP-Glo luminescence, 60 min; inhibition, % at 10 µM; 320,000 tested, 0.1% active;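 in the data active = inhibition above about 50%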;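 also: GST-tagged GSK-3 alpha with peptide substrate and 25 µM ATP; 0% = DMSO neutral wells and 100% = GW8510 positive control wells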
Target sequence (P49840 whole entry, looked up): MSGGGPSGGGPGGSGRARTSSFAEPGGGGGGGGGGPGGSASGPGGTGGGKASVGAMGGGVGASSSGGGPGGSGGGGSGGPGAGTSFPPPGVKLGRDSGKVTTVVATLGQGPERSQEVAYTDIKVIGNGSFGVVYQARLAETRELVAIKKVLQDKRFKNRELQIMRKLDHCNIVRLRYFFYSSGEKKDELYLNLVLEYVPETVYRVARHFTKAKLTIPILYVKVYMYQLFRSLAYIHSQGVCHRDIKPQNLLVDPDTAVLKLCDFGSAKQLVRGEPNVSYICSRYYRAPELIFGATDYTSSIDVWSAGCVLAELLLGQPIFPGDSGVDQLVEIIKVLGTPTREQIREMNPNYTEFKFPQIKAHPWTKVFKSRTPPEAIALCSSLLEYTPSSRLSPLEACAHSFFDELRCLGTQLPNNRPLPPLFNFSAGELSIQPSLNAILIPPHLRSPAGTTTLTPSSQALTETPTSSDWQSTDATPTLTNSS
IEC-6 cytotox: IEC-6 cytotoxicity, counter-screen for KLF5 inhibitors. 290,000 tested, 0.78% active. luminescence viability. inhibition, % at 5 µM. AID 1825; in the data active = inhibition above about 22%;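 also: 0% = plate median of test compound wells and 100% = cytotoxic reference compound wells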
Dyrk1A ADPGlo: inhibitors of rat Dyrk1A kinase. Q63470. ADP-Glo luminescence, NFATc1 peptide. inhibition, % at 12.5 µM. 310,000 tested, 0.43% active; in the data active = inhibition above about 50%;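 also: plate controls were vehicle with enzyme for no effect and no enzyme for full effect; many of its hits are not listed in these tables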
aSyn 5UTR inh: 5' untranslated region of α-synuclein, MLPCN primary screen | alpha-synuclein 5'UTR reporter, inhibitor activity | 300,000 tested, 0.82% active | AID 1813 | inhibition, % (tested at 7.5 µM); in the data active = inhibition above about 60%; inconclusive = no clear call, values can overlap the other calls;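 also: H4 neuroglioblastoma cells stably carrying SNCA 5'UTR luciferase fusion; 0% = DMSO wells and 100% = positive control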
Platelet DG rel: platelet dense granule release activity | human platelet-rich plasma, SFLLRN dense granule ATP release, luminescence | inhibition, %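 (compounds screened at 7.5 µM in platelet-rich plasma)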 | 300,000 tested, 0.22% active;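 active = mean replicate score, as percent of positive control, at or above 50; inconclusive = mean below 50 but at least one replicate at or above 50; inactive = mean and every replicate below 50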
KLF5 inh: suppresses KLF5 promoter-driven expression | DLD-1 KLF5 promoter-luciferase reporter, luminescence | inhibition, % at 5 µM | 290,000 tested, 0.23% active;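 active = inhibition above a per-plate limit of that plate's mean compound inhibition plus 3 SD, cut at about 60% in these data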;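 also: 0% = DMSO wells and 100% = LY294002 at 200 µM; higher means less KLF5 promoter-driven luciferase light; inactives centre near -14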
HSF1 inhib: HSF1 inhibition; activity change, negative = inhibition, % at 7.5 µM (by protocol); AID 2098; 300,000 tested, 0.77% active; NIH3T3-HGL HSE-luciferase, MG132-induced, luminescence 8 h; hits give low values;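 active = more than half of replicate wells show activity change below -50%, luminescence cut by over half; inconclusive = some wells, but at most half, below -50%; inactive = no replicate well below -50%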;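 also: luciferase reports HSF-1 transcriptional activity via heat shock element; 0% = median of DMSO wells and -100% = zero luminescence signal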
GSK3beta inhib: inhibitors of human GSK3beta kinase; P49841; activity score (negative = inhibition), % at 10 µM; GST-GSK3beta kinase, ADP-Glo luminescence, 60 min; hits give low values; 300,000 tested, 0.038% active;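 active = more than half of replicate wells score below -50%, meaning over 50% inhibition versus plate controls; inconclusive = some replicates but at most half score below -50%; inactive = no replicate scores below -50%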;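 also: 0% = median DMSO wells and -100% = median GW8510 positive control wells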
Target sequence (P49841 whole entry, looked up): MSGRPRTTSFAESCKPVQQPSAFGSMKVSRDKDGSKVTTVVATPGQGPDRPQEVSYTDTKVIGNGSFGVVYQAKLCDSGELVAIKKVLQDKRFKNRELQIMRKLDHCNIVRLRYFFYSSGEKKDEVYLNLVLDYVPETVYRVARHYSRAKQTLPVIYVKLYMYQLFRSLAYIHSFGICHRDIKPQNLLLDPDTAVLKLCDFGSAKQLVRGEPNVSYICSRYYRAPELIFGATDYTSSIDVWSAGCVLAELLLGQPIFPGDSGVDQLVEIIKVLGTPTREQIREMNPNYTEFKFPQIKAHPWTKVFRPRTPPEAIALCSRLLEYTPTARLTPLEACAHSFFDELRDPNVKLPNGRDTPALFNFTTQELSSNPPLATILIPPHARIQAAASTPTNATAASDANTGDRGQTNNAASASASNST
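Test system – GST-tagged human GSK3beta kinase, cell-free · Incubation – 60 min enzyme reaction, room temperature · Signal – ADP-Glo luminescence · Also added – peptide substrate and ATP at 25 µM · Controls – DMSO neutral wells and GW8510 at 20 µM as positive · Buffer or medium – Tris/MgCl2 kinase buffer · Measure – Luminescence-derived activity versus plate DMSO and GW8510 wells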
HSF1 activator: increases HSF-1 driven luciferase reporter signal. 300,000 tested, 1.7% active. NIH3T3-HGL HSF-1 luciferase reporter, MG132, 8 h; 100% = twice DMSO control signal. activation, % at 9 µM. AID 504408;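 active = mean replicate activation of at least 50% with a set share of replicates each reaching 50%; inconclusive = only one of those two conditions met; inactive = mean below 50% and too few replicates reaching it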;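 also: 0% = median of the neutral control wells and 100% = twice that signal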
HSP90 refold inh: blocks HSP90-mediated luciferase refolding in reticulocyte lysate; Rabbit reticulocyte lysate, luciferase refolding luminescence, 3 h; inhibition, % at 5.6 µM; 290,000 tested, 0.91% active;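 active = inhibition above the screen-wide mean plus 3 SD, computed separately per campaign, cut at about 16% in these data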;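 also: 0% = DMSO wells and 100% = 60 µM geldanamycin wells; inhibitors lower the luminescence because luciferase stays unfolded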
* hit, by the source's call; ? = inconclusive; . = not tested or not shown. Only part of the results is shown; the hit share may differ from the screen's.

Each structure is followed by: GSK3A inh	IEC-6 cytotox	Dyrk1A ADPGlo	aSyn 5UTR inh	Platelet DG rel	KLF5 inh	HSF1 inhib	GSK3beta inhib	HSF1 activator	HSP90 refold inh
(1) CC(=O)N1CCN(C(=O)c2ccc(S(=O)(=O)Nc3cccc(C(F)(F)F)c3)cc2)CC1
→ -2	.	11	13	-2	.	-1	2	-25	.
(2) COc1ccc(CCNC(=O)C2CCN(S(=O)(=O)c3cccc4nsnc34)CC2)cc1OC
→ 1	-4	0	16	-1	-24	0	-1	-3	4
(3) COc1ccc(S(=O)(=O)N2CCOCC2)cc1Cl
→ -6	4	-3	22	-7	-51	-10	5	-13	-13
(4) CCOC(=O)CSc1nnc(-c2ccc3ncccc3c2)n1C
→ -3	3	-1	4	11	-21	-3	-3	-13	-9
(5) COC(=O)Cn1c2ccc(C)cc2c2nc3ccccc3nc21
→ .	-5	3	11	1	-29	-5	-1	0	-2
(6) COc1cc2ncnc(NCc3ccc(F)cc3)c2cc1OC
→ 0	25*	-6	19	-1	6	-18	2	-28	-2
(7) CCCc1nnc(NS(=O)(=O)c2ccccc2)s1
→ -6	-1	2	11	6	-26	0	-2	-3	-3
(8) COc1ccc(/C=c2\sc3nc(-c4ccccc4)c(-c4ccccc4)n3c2=O)cc1OC
→ -3	-2	1	-3	0	-10	1	7	3	0
(9) CCOc1cc(C(=O)NC(CC(=O)O)c2ccc(OC3CCCC3)cc2)cc(OCC)c1OCC (stereo not drawn)
→ 0	1	-6	16	3	-18	0	-2	-9	-3
(10) Cc1ccc(C(=O)O/N=C(\N)c2nonc2N)cc1
→ 3	3	-2	-9	47	-20	13	-1	36	-1
(11) COc1cc(/C=N/NC(=O)c2cccnc2)cc(Br)c1O
→ 0	1	.	8	11	-8	1	2	13	-2
(12) Cc1cc(C)nc(NC(=O)Nc2ccc3c(c2)OCO3)c1
→ 2	2	-3	-42	6	-32	29	6	65*	-1
(13) O=C(CN1CCN(S(=O)(=O)c2ccc(Cl)cc2)CC1)c1ccc(O)c(O)c1
→ -1	3	-3	-21	-9	-49	13	-1	7	-8
(14) Cc1nc2sc(C(c3ccccc3)N3CCN(C)CC3)c(O)n2n1 (stereo not drawn)
→ -2	.	1	-2	-2	.	-3	-3	-18	.
(15) C[C@H](NC(=O)c1ccco1)C(=O)Nc1ccc(S(=O)(=O)N2CCCC2)cc1
→ -3	-4	4	4	0	2	-6	2	-13	-5
(16) Clc1cccc(Cl)c1Cn1cc(Br)cn1
→ .	-3	0	41	-9	-20	-1	0	-4	1
(17) COc1cc(/C=N/NC(=O)CC#N)cc(Br)c1O
→ 0	37*	8	-4	-4	9	-18	-2	11	-1
(18) CC(=O)c1ccc(S(=O)(=O)N2CCN(S(=O)(=O)c3ccccc3C(F)(F)F)CC2)cc1
→ 0	-5	2	7	9	-15	-2	1	4	-2
(19) CCOC(=O)COn1c(=O)c(-c2ccc(Br)cc2)[n+]([O-])c2ccccc21
→ -4	5	-3	-53	-1	-46	0	0	-10	-2
(20) Cc1nc2ccc(C(=O)Nc3ccccc3Cl)cc2s1
→ -3	-2	11	-235	3	-79	-24	-1	-17	-5
(21) O=C(CN1CCN(S(=O)(=O)N2CCCCCC2)CC1)Nc1ccc(Br)cc1
→ 0	-3	-3	18	-9	-23	6	2	8	0
(22) CCn1c(=O)cc(N2CCC3(CC2)OCCO3)[nH]c1=O
→ 0	-9	1	0	1	-28	3	0	-2	0
(23) CSc1nc(N2CCOCC2)c2sccc2n1
→ 18	11	44	15	0	0	-18	-7	-30	1
(24) COc1ccccc1C(=O)Nc1c(-c2ccccc2)nc2ccccn12
→ 1	-5	-1	14	10	-33	-16	5	-29	-5
(25) CCOC(=O)C(NC(=O)CC)(Nc1ccc(S(=O)(=O)Nc2cc(C)on2)cc1)C(F)(F)F (stereo not drawn)
→ 5	2	-1	11	16	-9	-8	0	-21	2
(26) CN(C)CC(C)(C)CNC(=O)C1CCN(CCCc2ccccc2)CC1
→ 0	-2	-2	-34	3	-10	1	0	-3	4
(27) Cc1ccc(NC(=O)CC2SC(=O)NC2=O)cc1 (stereo not drawn)
→ -1	2	2	2	-24	-26	-3	4	-3	9
(28) CC1(C)CC(NC(=O)CCc2nnc(CCCCc3ccccc3)o2)CCO1 (stereo not drawn)
→ .	-1	-1	6	2	2	3	-2	1	2
(29) C=CCN1C=C2C(=O)C(C)(OC(=O)CCC(=O)OC)C(=O)C=C2C=C1C1CC1 (stereo not drawn)
→ -4	.	3	-11	1	.	5	2	0	.
(30) CC1CN(S(=O)(=O)c2cccc(C(=O)N(CCc3ccccc3)Cc3ccccc3)c2)CC(C)O1 (stereo not drawn)
→ 1	.	4	1	6	.	11	0	8	.

Eight compounds from above, sorted by formula weight, low to high:
Each structure is followed by: GSK3A inh	IEC-6 cytotox	Dyrk1A ADPGlo	aSyn 5UTR inh	Platelet DG rel	KLF5 inh	HSF1 inhib	GSK3beta inhib	HSF1 activator	HSP90 refold inh
(5) COC(=O)Cn1c2ccc(C)cc2c2nc3ccccc3nc21
→ .	-5	3	11	1	-29	-5	-1	0	-2
(4) CCOC(=O)CSc1nnc(-c2ccc3ncccc3c2)n1C
→ -3	3	-1	4	11	-21	-3	-3	-13	-9
(24) COc1ccccc1C(=O)Nc1c(-c2ccccc2)nc2ccccn12
→ 1	-5	-1	14	10	-33	-16	5	-29	-5
(28) CC1(C)CC(NC(=O)CCc2nnc(CCCCc3ccccc3)o2)CCO1 (stereo not drawn)
→ .	-1	-1	6	2	2	3	-2	1	2
(15) C[C@H](NC(=O)c1ccco1)C(=O)Nc1ccc(S(=O)(=O)N2CCCC2)cc1
→ -3	-4	4	4	0	2	-6	2	-13	-5
(13) O=C(CN1CCN(S(=O)(=O)c2ccc(Cl)cc2)CC1)c1ccc(O)c(O)c1
→ -1	3	-3	-21	-9	-49	13	-1	7	-8
(8) COc1ccc(/C=c2\sc3nc(-c4ccccc4)c(-c4ccccc4)n3c2=O)cc1OC
→ -3	-2	1	-3	0	-10	1	7	3	0
(18) CC(=O)c1ccc(S(=O)(=O)N2CCN(S(=O)(=O)c3ccccc3C(F)(F)F)CC2)cc1
→ 0	-5	2	7	9	-15	-2	1	4	-2

Next entries:
Each structure is followed by: GSK3A inh	IEC-6 cytotox	Dyrk1A ADPGlo	aSyn 5UTR inh	Platelet DG rel	KLF5 inh	HSF1 inhib	GSK3beta inhib	HSF1 activator	HSP90 refold inh
(31) O=C(O)c1ccc2c(c1)S(=O)(=O)N=C1CCCCCN12
→ -2	6	2	-1	-3	27	1	0	-5	1
(32) CCOC(=O)CSc1nnc(-c2ccc(S(=O)(=O)NCc3cccs3)cc2)o1
→ -3	0	.	5	-1	-7	0	6	-11	2
(33) CCOc1ccc(-c2c(C(=O)N/N=C/c3ccc(O)cc3)nnn2-c2nonc2N)cc1
→ 10	5	21	-10	-1	-1	-26	-4	-42	-2
(34) CCCCn1nnc(NC(=O)CC23CC4CC(CC(C4)C2)C3)n1
→ 1	4	9	22	-5	-16	-10	2	-2	2
(35) CCCCc1cc(=O)oc2cc(O)ccc12
→ 28	-4	32	-2	0	9	2	-21	-9	3
(36) CCOC(=O)CSc1nnc(CNC(=O)c2ccc(S(=O)(=O)N3CCCC3)cc2)n1C
→ 1	-2	-3	24	-9	-23	1	3	-2	-2
(37) COc1ccc(OCc2cc(C(=O)N3CCOCC3)no2)c(Cl)c1
→ 4	5	-2	-82	-5	-107	21	-2	?	0
(38) CN1CCN(C(=O)/C(=C\c2cccnc2)NC(=O)c2cccc(Br)c2)CC1
→ -2	1	-2	-14	1	-4	1	1	-8	-2
(39) O=C(COC(=O)C1CC(=O)N(Cc2ccco2)C1)c1ccc(OC(=O)c2ccccc2)cc1 (stereo not drawn)
→ -12	-3	-1	-51	-6	-16	11	-4	47	2
(40) COc1cccc(CC2(CO)CCCN(Cc3ccc(CN4CCCCC4)s3)C2)c1 (stereo not drawn)
→ -1	3	-23	-9	2	6	-2	-1	15	9
(41) CNS(=O)(=O)c1ccc2nc(NC(=O)c3ccc(N4C(=O)CCC4=O)cc3)sc2c1
→ -2	1	5	8	11	-23	-3	1	-14	-1
(42) Cc1cc2oc(=O)cc(CN3CCOCC3)c2c(C)c1Cl
→ 0	4	7	5	4	-37	1	2	2	1
(43) C=CCn1c(SCC)nc2sc3c(c2c1=O)CCc1ccccc1-3
→ -2	-4	-4	-44	-1	-17	-4	-2	4	-2
(44) COc1ccc(NC(=O)CSc2nnc(CNC(=O)c3ccco3)o2)c(OC)c1
→ 1	10	-3	-12	-2	1	-16	0	-34	4
(45) COc1cc(CNCCc2ccccc2)ccc1OCc1ccc(Cl)nc1
→ 4	12	22	-18	-2	3	.	-1	.	3
(46) Cc1cc(C)c(C#N)c(SCC(=O)NN2CC(=O)N(c3ccccc3F)CC2=O)n1
→ -1	-3	-3	-20	9	-6	0	2	5	-5
(47) CC(=NCCN1CCNCC1)C1=C(O)CC(C)(C)CC1=O
→ 0	-3	2	3	-6	-21	-6	2	-4	0
(48) CC(=O)Nc1ccc(SCC(=O)Nc2ccccc2Oc2ccccc2)cc1
→ 3	-9	-1	17	3	-17	-2	-4	6	1
(49) O=C(c1cc(COc2c(F)cccc2F)on1)N1CCCCCC1
→ -1	-9	11	-99	1	-99	15	-10	22	1
(50) CCCCn1c(N)c(N(CCOC)C(=O)COC(=O)COc2cccc(C(C)=O)c2)c(=O)[nH]c1=O
→ -1	.	-8	5	-2	.	-13	1	-6	.

Assay outcomes deposited in PubChem BioAssay by several laboratories.
